Compound activity: PubChem BioAssay, National Center for Advancing Translational Sciences (NCATS)
D2 ag: HTS Assay for Allosteric Agonists of the Human D2 Dopamine Receptor: Primary Screen for Agonists; D(2) dopamine receptor (Homo sapiens), P14416; HEK293 T-REx D2 cells, calcium flux agonist mode; activation, % at 2 µM; 340,000 tested, 0.53% active; AID 485358, 2010;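 active = activation over 3 SD above normal in the single-dose calcium agonist read, cut at about 30% in these data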; also: 0% is about no effect
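Tetracycline-induced HEK293 Trex cells with D2 receptor force-coupled to calcium signaling, plated overnight at 30 C and loaded with no-wash calcium dye. Calcium flux read kinetically for 180 s after compound addition; responses flag agonists.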
TRHR enhancer: qHTS for Small Molecule Agonists and Allosteric Enhancers of Human TRH Receptor: Primary Screen for Enhancers; enhancement, % at 2 µM; TRHR cells, fluo-8 calcium fluorescence, EC20 TRH enhancement; 360,000 tested, 0.66% active; Thyrotropin-releasing hormone receptor (Homo sapiens), P34981; in the data active = enhancement above about 30%; also: 0% is about no effect
Target sequence (P34981 whole entry, looked up): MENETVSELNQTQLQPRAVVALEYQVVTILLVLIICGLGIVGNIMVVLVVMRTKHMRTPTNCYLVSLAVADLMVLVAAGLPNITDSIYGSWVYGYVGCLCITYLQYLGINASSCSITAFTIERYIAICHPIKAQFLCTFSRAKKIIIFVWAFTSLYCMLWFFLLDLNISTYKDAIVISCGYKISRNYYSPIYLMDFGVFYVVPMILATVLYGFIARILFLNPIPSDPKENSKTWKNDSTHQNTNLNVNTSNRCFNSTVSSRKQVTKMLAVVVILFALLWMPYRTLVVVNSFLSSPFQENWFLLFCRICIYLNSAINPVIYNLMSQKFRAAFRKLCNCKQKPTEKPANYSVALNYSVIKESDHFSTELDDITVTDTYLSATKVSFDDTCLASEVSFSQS
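TRHR-expressing cells loaded with fluo-8 calcium dye were read kinetically (ex 480/em 530) during compound addition, then stimulated with an EC20 of TRH (10 nM final). Enhancement of the Gq-mediated intracellular calcium response was scored.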
IDH1 R132H inh: qHTS for Inhibitors of mutant isocitrate dehydrogenase 1 (IDH1): qHTS; 390,000 tested, 0.093% active; Potency, µM (series often up to 76.6 µM), for the others: top-dose activity change, negative = inhibition, usual class: inhibitors; AID 602179, 2012; IDH1-R132H enzyme, NADPH consumption, diaphorase/resazurin fluorescence; also: potency is read from the fitted curve at half-maximal effect; % is scaled to controls: 0 for no effect and ±100 for the full control effect; nearly all actives have a fitted effect of over 65% in size
Target sequence (O75874 whole entry R132H, stated change not applied): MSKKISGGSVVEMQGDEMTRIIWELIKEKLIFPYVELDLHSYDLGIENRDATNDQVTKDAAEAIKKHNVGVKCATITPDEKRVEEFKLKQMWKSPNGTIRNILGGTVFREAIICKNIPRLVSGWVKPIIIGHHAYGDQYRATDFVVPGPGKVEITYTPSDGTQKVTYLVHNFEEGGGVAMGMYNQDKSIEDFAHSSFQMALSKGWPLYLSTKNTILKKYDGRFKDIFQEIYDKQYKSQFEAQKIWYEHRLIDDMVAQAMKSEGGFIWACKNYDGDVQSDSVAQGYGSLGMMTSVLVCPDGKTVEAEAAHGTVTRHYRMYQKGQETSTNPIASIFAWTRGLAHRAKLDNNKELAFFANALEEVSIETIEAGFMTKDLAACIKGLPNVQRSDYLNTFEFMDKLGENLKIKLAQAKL
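IDH1-R132H (0.5 ug/mL dispensed) in pH 7.5 Tris buffer was preincubated 30 min with compound, then given a substrate mix of 0.016 mM NADPH and 2 mM alpha-KG for 80 min at room temperature; remaining NADPH was read by diaphorase/resazurin fluorescence.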
USP1-UAF1 inh: Inhibitors of USP1/UAF1: Primary Screen | 390,000 tested, 0.23% active | AID 743255, 2014 | Potency, µM (series often up to 57.1 µM), for the others: top-dose activity change, negative = inhibition, usual class: inhibitors | Ubiquitin carboxyl-terminal hydrolase 1 (Homo sapiens), O94782 | recombinant USP1/UAF1, Ub-Rhodamine cleavage fluorescence; also: potency is read from the fitted curve at half-maximal effect; % is scaled to controls: 0 for no effect and ±100 for the full control effect; nearly all actives have a fitted effect of over 60% in size; inactives centre near -12
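In this screen, compounds sit with the deubiquitinase complex (1nM) for 15 min at room temperature before Ub-Rho is added at 150nM final. Fluorescence rise is then followed for 6 reads every 60 seconds.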
D2 antagonist: HTS Assay for Allosteric Antagonists of the Human D2 Dopamine Receptor: Primary Screen for Antagonists | AID 485344, 2010 | inhibition, % at 10 µM | D(2) dopamine receptor (Homo sapiens), P14416 | HEK293 TREx D2 cells, calcium flux, dopamine EC80 | 340,000 tested, 2% active; in the data active = inhibition above about 30%; also: 0% is about no effect
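In this primary screen, negative modulation is detected by tracking calcium flux after an EC80 dopamine challenge in inducible HEK293 T-REx D2 cells preexposed to test compound for 180 s.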
TRHR agonist: qHTS for Small Molecule Agonists and Allosteric Enhancers of Human TRH Receptor: Primary Screen for Agonists | 360,000 tested, 0.18% active | TRHR cells, calcium flux fluo-8, FDSS agonist mode | Thyrotropin-releasing hormone receptor (Homo sapiens), P34981 | activation, % at 2 µM | AID 493084, 2011; in the data active = activation above about 30%; also: 0% is about no effect
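TRHR-expressing cells, plated overnight in medium with 10% serum, were loaded with fluo-8 calcium dye at room temperature. After a 10 s baseline, library compound was pin-added and calcium release was recorded kinetically (ex 480/em 530) as agonist response.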
rTrxR1 inhibitor: qHTS Assay for Inhibitors of Mammalian Selenoprotein Thioredoxin Reductase 1 (TrxR1): qHTS | Thioredoxin reductase 1, cytoplasmic (Rattus norvegicus), O89049 | 390,000 tested, 1% active | recombinant rTrxR1, NADPH fluorescence consumption, selenite substrate | Potency, µM (titrated, usually from 114 µM), for the others: at the highest dose activity change, negative = inhibition, usual class: inhibitors; also: potency is read from the fitted curve at half-maximal effect; % is scaled to controls: 0 for no effect and ±100 for the full control effect; nearly all actives have a fitted effect of over 65% in size
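Rat TrxR1 (90 nM in the dispensed reagent) was pre-reduced with 400 uM NADPH for 5 min at room temperature, then incubated with compound for 15 min. After 400 uM selenite was added, NADPH fluorescence (Ex 340/Em 450 nm) was followed for 8 min.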
Pin1 inhibitor: qHTS Assay to Find Inhibitors of Pin1 | Peptidyl-prolyl cis-trans isomerase NIMA-interacting 1 (Homo sapiens), Q13526 | Pin1 FP peptide displacement, HiFluor488, 10 min | Potency, µM (top dose mostly 115 µM), for inactives: top-dose activity, negative = inhibition, actives largely listed as inhibitors | 390,000 tested, 0.009% active | AID 504891, 2011; active = well fitted inhibition curve with a large enough effect in the polarisation, with a control signal flat, not every such curve was filed as active; inconclusive = small, poorly fitted or top-dose-only effect, or effect the other way, or a change in a side signal; inactive = no such curve, though single readings can be large or run the other way; the % refers to the polarisation; also: potency is read from the fitted curve at half-maximal effect; % is scaled to controls: 0 for no effect and ±100 for the full control effect
Target sequence (Q13526 whole entry, looked up): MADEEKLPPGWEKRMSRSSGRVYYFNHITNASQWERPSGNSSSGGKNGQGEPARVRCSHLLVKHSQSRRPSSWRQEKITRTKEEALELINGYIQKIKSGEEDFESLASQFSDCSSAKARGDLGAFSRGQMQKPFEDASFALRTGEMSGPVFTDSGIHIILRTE
TrxR1 substrate: qHTS Assay for Substrates of Mammalian Selenoprotein Thioredoxin Reductase 1 (TrxR1): qHTS; purified TrxR1 substrate turnover, NADPH consumption readout; Thioredoxin reductase 1, cytoplasmic (Rattus norvegicus), O89049; Potency, µM (doses to about 114 µM), without a hit: top-dose activity change, negative = substrate turnover; 390,000 tested, 0.01% active; AID 588456, 2011; also: potency is read from the fitted curve at half-maximal effect; % is scaled to controls: 0 for no effect and ±100 for the full control effect; nearly all actives have a fitted effect of over 50% in size
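Rat TrxR1, dispensed at 90 nM, was prereduced with 400 uM NADPH (final) for 5 min at ~22 deg C, then incubated with compound 15 min before 400 uM selenite. A first-read NADPH fluorescence drop versus no-compound background flagged substrates.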
Numbers without * were called inactive; ? = inconclusive; / = not tested or not shown; [ ] = remark or other dose. Unless noted, calls follow the shape of the dose curve; as a rule, active = well fitted inhibition curve with a large enough effect; inconclusive = small, poorly fitted or top-dose-only effect; inactive = no such curve, though single readings can be large or run the other way.

Under each structure – USP1-UAF1 inh | rTrxR1 inhibitor | TrxR1 substrate | TRHR agonist | D2 antagonist | Pin1 inhibitor | D2 ag | IDH1 R132H inh | TRHR enhancer
CCCCC12CN3CCN(CC(C3)/C1=N\NC(=O)Nc1ccccc1)C2
  -18% | 6% | -3% | -0.3 | / | -7% | / | 9% | 0
Cc1c(NC(=O)c2ccccc2N(C)S(=O)(=O)c2ccccc2)c(=O)n(-c2ccccc2)n1C
  -5% | -2% | -3% | -0.5 | -5 | 5% | 0.0 | 15% | -29
Cc1nnc(NC(=O)Cc2ccc(OCc3c(C)noc3C)cc2)s1
  -14% | 6% | -9% | -1.0 | -2 | 5% | 0.0 | 2% | -9
Cc1cc(OCC(=O)Nc2cc(C(C)(C)C)on2)ccc1[N+](=O)[O-]
  -17% | -5% | -7% | 0.1 | 3 | 0% | -1.4 | 8% | -3
CCN1C(c2ccccc2)C(C)C(=O)C(C)C1c1ccccc1 (stereo not given)
  -20% | 9% | 1% | -0.5 | -8 | 5% | -0.2 | 10% | 3
Cn1c(SCC(=O)NCCc2ccccc2)nnc1-c1ccco1
  -25% | 2% | 6% | 0.2 | 15 | -2% | -0.6 | 2% | 3
CC1CCc2nn(CC(=O)N3CCc4ccccc43)cc2C1 (stereo not given)
  -23% | 24% | 3% | -0.3 | 8 | ? | -1.2 | -4% | -3
CCN1C(=O)CC(C(=O)Nc2ccc(F)cc2)SC1=Nc1cccc(OC)c1 (stereo not given)
  -4% | -8% | -11% | 0.5 | -6 | -1% | 0.9 | 6% | -1
O=C(CN1C(=O)c2ccccc2S1(=O)=O)N1CCN(c2ccccc2)CC1
  3% | 19% | 5% | -1.0 | -16 | -1% | -0.7 | 5% | 19
O=C(NC1CCCCC1)c1noc2c1CCCCC2
  3% | 5% | -11% | -0.3 | -18 | -16% | 1.6 | 0% | -1
COc1ccc(/C=C(\NC(=O)c2ccccc2)C(=O)OCC2CCCN3CCCCC23)cc1OC (stereo not given)
  -8% | 2%[57.1 µM] | -6%[57.1 µM] | -0.8 | 9 | 0% | -0.1 | -1% | -2
N#CC[C@H](c1ccccc1)N1CCN(Cc2ccccc2)CCC1=O
  -15% | -50% | 14%[57.1 µM] | 0.4 | 11 | 1% | 0.2 | -12% | 2
O=C(NCC(=O)N(CCN1CCOCC1)C(C(=O)NC1CCCC1)c1cccnc1)c1cccs1 (stereo not given)
  -7% | 6% | 8%[57.1 µM] | 0.8 | / | 3% | / | 0% | 8
CC(C)Oc1ccc(C(=O)NCc2cccs2)cc1
  -1% | 12% | 4% | -0.5 | -17 | -3% | -0.3 | 6% | 12
CN1CCCN(Cc2cccc3ccccc23)CC1
  -2% | -2% | -1% | 0.7 | 3 | -11% | 1.2 | 9% | -9
CC1=NN(c2ccc(C)cc2)C(=O)/C1=C\c1ccc(Br)s1
  -24% | -16% | -9% | 1.6 | -9 | -6% | 2.9 | -10% | -1
COc1ccc(-n2c(C)cc(C(=O)COC(=O)Cc3n[nH]c(=O)c4ccccc34)c2C)cc1
  -5% | -10% | -15% | -1.7 | -1 | 13% | -0.8 | 18% | -4
Cc1ccc(NC(=O)CCC(=O)N2Cc3ccccc3Oc3ncccc32)cc1F
  10% | 4% | -6% | 1.0 | / | -9% | 0.6 | -3% | 4
CCN(CC(=O)Nc1ccc(NC(C)=O)cc1)C(=O)/C=C/c1cn(-c2ccccc2)nc1-c1ccc(C)cc1
  -16% | -1% | 2% | 0.6 | -13 | 3% | 0.3 | -3% | 0
Cc1[nH]c(C)c(S(=O)(=O)NCc2ccc(F)cc2)c1C(=O)N1CCCCC1
  -2% | 15%[57.1 µM] | 6%[57.1 µM] | 0.2 | 0 | -3% | -0.1 | 2% | 2
CCOc1ccc(N(CC(=O)NCc2ccccc2Cl)S(=O)(=O)c2c(C)noc2C)cc1
  -12% | 5% | 1% | 0.4 | 12 | 3% | 0.3 | 9% | -6
CC(C)NC(=O)C(=O)Nc1ccc2c(c1)N(S(=O)(=O)c1cccs1)CCC2
  -16% | 5% | -5% | 0.6 | 1 | 18% | 0.4 | 12% | -9
Cc1c(N)cc(N)cc1C(=O)O
  -10% | 2% | 2% | 3.8 | -2 | ? | 2.3 | 3% | 2
Cc1ccc(NC(=O)Nc2cn(CC(C)C)c(=O)c3ccccc23)cc1N(C)C
  ? | 8% | -3% | -1.1 | / | -8% | -1.9 | -14% | 8
Cc1nc(NCC2CCCO2)c2oc3ccccc3c2n1 (stereo not given)
  -18% | 18% | 7% | 0.1 | 2 | 4% | -0.5 | 3% | -8
CCC(C)Nc1c2c(nc3c(-c4ccccc4)c(C)nn13)CCC2 (stereo not given)
  -15% | 27% | 32%[activator] | -1.3 | 2 | 1% | -0.9 | 6% | -1
COc1ccc(C2=Nn3c(nnc3-c3ccncc3)SC2)cc1OC
  -13% | 17%[57.1 µM] | 9%[57.1 µM] | -0.2 | -2 | -4% | 0.5 | 2% | 8
CCn1cc(C(=O)NCCc2ccc(C)cc2)c(=O)c2cc(S(=O)(=O)N3CCCCC3)ccc21
  -10% | 35%[activator] | 11% | -0.8 | / | -4% | 0.0 | 21% | 17
CN(CC(=O)Nc1ccc(F)cc1)C(=O)CSc1nnc(Cc2ccccc2)o1
  -17% | -11% | -10% | / | / | 2% | / | 2% | /
COc1ccc(C(C)=O)cc1COC(=O)CNC(=O)C1CCCCC1
  ? | -6%[2.29 µM] | -4%[2.29 µM] | / | / | 2% | / | 0% | /

Structures from the list above that have an aryl thioether with sulfur outside any ring (2):
Under each structure – USP1-UAF1 inh | rTrxR1 inhibitor | TrxR1 substrate | TRHR agonist | D2 antagonist | Pin1 inhibitor | D2 ag | IDH1 R132H inh | TRHR enhancer
Cn1c(SCC(=O)NCCc2ccccc2)nnc1-c1ccco1
  -25% | 2% | 6% | 0.2 | 15 | -2% | -0.6 | 2% | 3
CN(CC(=O)Nc1ccc(F)cc1)C(=O)CSc1nnc(Cc2ccccc2)o1
  -17% | -11% | -10% | / | / | 2% | / | 2% | /

(listing goes on)
Under each structure – USP1-UAF1 inh | rTrxR1 inhibitor | TrxR1 substrate | TRHR agonist | D2 antagonist | Pin1 inhibitor | D2 ag | IDH1 R132H inh | TRHR enhancer
Cc1ccccc1C(=O)/C=C1/SCC(=O)N1C
  -14% | -26% | -22% | 1.8 | 5 | ? | 0.6 | -2% | -9
CC1=C(C(N)=O)C(c2cccs2)NC(=S)N1 (stereo not given)
  5% | 7%[57.1 µM] | 8%[57.1 µM] | -3.5 | 7 | -7% | -3.8 | 0% | 3
O=C(CN(Cc1ccccc1)C(=O)CNS(=O)(=O)c1ccc(F)cc1)NCC1CCCO1 (stereo not given)
  -22% | 4% | -1% | 0.4 | 24 | 9% | 0.2 | 4% | -5
COc1ccc(S(=O)(=O)N2CCc3ccccc32)cc1[N+](=O)[O-]
  -1% | 11% | 1% | -1.3 | 3 | 3% | 0.8 | 3% | -13
O=C(c1ccc(Cl)c(Cl)c1)N1CCC(=O)N(C(COCc2ccccc2)Cc2ccccc2)CC1 (stereo not given)
  ? | 6%[57.1 µM] | -1%[57.1 µM] | -0.3 | -3 | 1% | 0.6 | -7% | 2
O=C(CCN1C(=O)/C(=C/c2ccccc2Cl)SC1=S)NN1CCOCC1
  -8% | -2% | -6% | -0.2 | 6 | -3% | 0.2 | -1% | -6
CCOc1ccccc1N1CCN(CC(=O)Nc2ccnn2C2CCCC2)CC1
  -4% | 19% | 5% | 0.1 | -3 | 0% | 12 | -8% | -2
COc1ccccc1OCC(=O)Nc1ccc(S(=O)(=O)Nc2cc(C)on2)cc1
  -12% | 27%[57.1 µM] | 10%[57.1 µM] | 0.2 | / | -7% | / | 3% | 1
O=C(CN(Cc1ccccc1)C(=O)CNS(=O)(=O)c1ccc(Cl)cc1)NCC1CCCO1 (stereo not given)
  -18% | 11%[57.1 µM] | 5%[57.1 µM] | 0.1 | -11 | -5% | -0.2 | -1% | 6

Molecules listed so far that contain a furan ring, fused or not:
Under each structure – USP1-UAF1 inh | rTrxR1 inhibitor | TrxR1 substrate | TRHR agonist | D2 antagonist | Pin1 inhibitor | D2 ag | IDH1 R132H inh | TRHR enhancer
Cn1c(SCC(=O)NCCc2ccccc2)nnc1-c1ccco1
  -25% | 2% | 6% | 0.2 | 15 | -2% | -0.6 | 2% | 3
Cc1nc(NCC2CCCO2)c2oc3ccccc3c2n1 (stereo not given)
  -18% | 18% | 7% | 0.1 | 2 | 4% | -0.5 | 3% | -8

A portion of the library; the hit share may differ from the screen's.
